D2 antag: antagonists of human D2 dopamine receptor | HEK293 TREx D2 cells, calcium flux, dopamine EC80 | inhibition, % at 10 µM | AID 485344 | 340,000 compounds, 2% hits; in the data active = inhibition above about 30%; also: 0% is about no effect
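Inhibition of EC80 dopamine-driven calcium flux, recorded kinetically, defines activity here; cells are a tetracycline-induced HEK293 T-REx line expressing force-coupled D2.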
RGS4 inhibitor: human RGS4 inhibition; 390,000 compounds, 0.039% hits; Potency, µM (doses to about 114 µM), for inactives: at the highest dose activity change, negative = inhibition, most hits filed as inhibitors; P49798; Transcreener GDP fluorescence polarization, RGS4-accelerated GTP hydrolysis; also: potency is read from the fitted curve at half-maximal effect; % is scaled to controls: 0 for no effect and ±100 for the full control effect; nearly all actives have a fitted effect of over 75% in size; some results filed as inactive show a strong effect at the top dose
Target sequence (P49798 whole entry, looked up): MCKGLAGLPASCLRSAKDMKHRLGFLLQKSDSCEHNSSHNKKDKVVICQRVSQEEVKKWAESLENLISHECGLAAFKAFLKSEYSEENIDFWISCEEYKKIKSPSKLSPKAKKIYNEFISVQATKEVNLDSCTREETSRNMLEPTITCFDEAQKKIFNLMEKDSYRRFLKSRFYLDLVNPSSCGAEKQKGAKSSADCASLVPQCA
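MLSMR compounds (23 nl, pin-transferred) preincubated 10 min at room temperature with a 500nM (2x) first reagent, then RGS4 at 900nM (2x) plus Transcreener GDP mix added; fluorescence polarization (620/688 nm) read before and after 90 min at 30 °C.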
ERG-DNA inh: blocks human ERG Ets domain binding to DNA. P11308. fluorescence polarization, His-ERG Ets domain / labelled DNA. Potency, µM (doses to about 76.9 µM), for the others: top-dose FP activity, negative = inhibition, hits mostly inhibitors. 370,000 compounds, 0.028% hits. AID 624246; active = well fitted inhibition curve with a large enough effect in the polarisation, with a control signal flat; inconclusive = small, poorly fitted or top-dose-only effect, or effect the other way, or a change in a side signal; inactive = no such curve, though single readings can be large or run the other way; the % refers to the polarisation;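 also: polarization taken with two DNA probes labelled with fluorescein and Texas red; potency is read from the fitted curve at half-maximal effect; % of control where 0% means no effect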
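His-tagged ERG Ets domain (1 uM in the protein solution; 300mM KCl, 50mM Tris-HCl, 1mM EDTA, 1mM DTT, pH 7.5) received compound, then a probe mix of 5 nM fluorescein-DNA and 100nM Texas-615-DNA. Fluorescence polarization was read for both dyes.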
12-LOX inh: inhibitors of human 12S-lipoxygenase ALOX12. Potency, µM (titrated, usually from 108 µM), without a hit: at the highest dose activity change, negative = inhibition, actives largely listed as inhibitors. purified 12hLO, xylenol orange hydroperoxide absorbance. P18054. 580,000 compounds, 1.1% hits; also: potency is read from the fitted curve at half-maximal effect; % is scaled to controls: 0 for no effect and ±100 for the full control effect
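Hydroperoxide product was detected by ferrous iron/xylenol orange as the 573 to 405 nm absorbance ratio. Arachidonic acid at 40 uM (final) was turned over for 30 min at room temperature by 150 nM human 12hLO, pH 7.0 Hepes buffer, after 15 min compound preincubation.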
LDHA block: blocks human lactate dehydrogenase A; activity change, % (values are at about 110 or 230 µM); P00338; purified LDHA, NADH/diaphorase-resazurin fluorescence; stronger effect = lower value; 480,000 compounds, 0.15% hits; in the data active = activity change below about -30%; inconclusive = mostly about -25% to -30%;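 also: plate controls were DMSO wells for no effect and wells without enzyme for full effect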
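Human LDH5 at 2 nM final in Tris HCl pH 7.4 with 0.06 mM NADH and 0.2 mM pyruvate, reacted 5 minutes at room temperature. Remaining NADH coupled via diaphorase/resazurin; resorufin fluorescence read at 0 and 20 minutes, normalized to enzyme-free and DMSO wells.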
Vif-APOBEC3G blk: Vif-A3G binding inhibition; 410,000 compounds, 0.076% hits; Q9HC16; Potency, µM (doses to about 46.1 µM), for inactives: at the highest dose activity, negative = active, most hits filed as inhibitors; HeLa A3G-eYFP + Vif (tagged APOBEC3G with the HIV-1 protein that degrades it), YFP fluorescence, overnight; AID 602310;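 also: potency is read from the fitted curve at half-maximal effect; % is scaled to controls: 0 for no effect and ±100 for the full control effect; nearly all actives have a fitted effect of over 60% in size; hits raise eYFP signal because A3G escapes Vif-driven loss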
Target sequence (Q9HC16 whole entry, looked up): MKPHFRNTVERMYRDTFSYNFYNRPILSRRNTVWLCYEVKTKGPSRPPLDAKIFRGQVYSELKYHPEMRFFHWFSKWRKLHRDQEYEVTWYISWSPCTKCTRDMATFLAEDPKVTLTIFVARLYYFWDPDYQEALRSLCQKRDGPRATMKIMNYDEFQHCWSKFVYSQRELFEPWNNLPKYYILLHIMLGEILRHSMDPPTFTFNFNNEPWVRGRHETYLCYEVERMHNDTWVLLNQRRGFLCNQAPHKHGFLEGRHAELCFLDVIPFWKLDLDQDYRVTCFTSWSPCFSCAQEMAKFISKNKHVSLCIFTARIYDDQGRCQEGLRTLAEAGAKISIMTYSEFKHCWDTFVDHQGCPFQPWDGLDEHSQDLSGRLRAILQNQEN
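HeLa cells stably expressing Vif and C-terminally eYFP-tagged A3G, seeded overnight at 37 deg C, then exposed to compound by pintool overnight at 37 deg C. Rise in yellow fluorescence (Ex 488/Em 500-530, Acumen) marks blocked Vif-driven A3G degradation.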
D2 ag: D2 dopamine receptor (human) agonism; HEK293 T-REx D2 cells, calcium flux agonist mode; 340,000 compounds, 0.53% hits; P14416; activation, % at 2 µM;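 active = activation over 3 SD above normal in the single-dose calcium agonist read, cut at about 30% in these data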; also: 0% is about no effect
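HEK293 Trex D2 cells, tetracycline-induced, o/n 30 C 5% CO2; no-wash Ca dye, RT 30–90 min; 10-cycle baseline, 23 nl cpd added, kinetic Ca read 180 s; agonist hits = positive Ca response.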
Vif-APOBEC3F blk: Vif-A3F binding inhibition | HeLa A3F-eYFP + Vif (tagged APOBEC3F with the HIV-1 protein that degrades it), YFP fluorescence increase | Potency, µM (highest dose often 46.1 µM), without a hit: top-dose activity, negative = active | 390,000 compounds, 0.2% hits; also: potency is read from the fitted curve at half-maximal effect; % of control where 0% means no effect; nearly all actives have a fitted effect of over 65% in size
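HeLa cells stably expressing Vif plus C-terminally eYFP-tagged A3F were seeded, incubated overnight at 37 deg C, dosed with compound, incubated overnight again at 37 deg C. Yellow fluorescence (Ex 488/Em 500-530) reported blocked Vif-mediated A3F-eYFP degradation.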
Glioma ERSR ind: induces the endoplasmic reticulum stress response in human glioma cells; U87-MG GRP78 promoter luciferase reporter, 16 h; Potency, µM, for inactives: at the highest dose activation, usual class: activators; 420,000 compounds, 0.02% hits; AID 602332; also: potency is read from the fitted curve at half-maximal effect; series mostly up to about 76 µM; % of control where 0% means no effect; nearly all actives have a fitted effect of over 35% in size
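Stably transfected U87-MG human glioma cells carrying a GRP78-based luminescent sensor were seeded at 1000 cells/well, pin-dosed with compounds and incubated 16 h. Luciferase reagent was then added, and end-point luminescence was read after 10 min at room temperature.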
An asterisk follows results filed as active; u = inconclusive; x = no result given; & = joins results of further samples; [ ] = dose if it differs, or a comment. Unless noted, calls follow the shape of the dose curve; as a rule, active = well fitted curve in the direction sought with a large enough effect; inconclusive = small, poorly fitted or top-dose-only effect, or another doubt; inactive = no such curve, though single readings can be large; an effect the other way counts as inactive or inconclusive. Not all compounds are listed; count on the stated rates, not on these rows.

smiles	D2 antag	RGS4 inhibitor	ERG-DNA inh	12-LOX inh	LDHA block	Vif-APOBEC3G blk	D2 ag	Vif-APOBEC3F blk	Glioma ERSR ind
Cc1ccc(C(=O)NC2CC(C)(C)NC(C)(C)C2)c(C)c1	-3	12%	-1%	71%[activator]	-5	3%	0.8	1%	-3%
Cc1cc(C(=O)O)ccc1-n1c(C)cc(C=C2C(=O)c3ccccc3C2=O)c1C	-3	3%	27%	u	-10	1%	0.9	-13%	-2%
CN(CCC#N)C(=O)COC(=O)c1ccc2c(=O)n3c(nc2c1)CCC3	-10	-8%	-5%	13%	-11	-12%	0.1	1%	3%
Cc1cnc(CNC(=O)c2ccc(OC3CCN(C(=O)C4CC4)CC3)cc2)cn1	8	-2%	1%	6%	-5	0%	0.2	5%	-2%
CCCc1nnc(NC(=O)CCC(=O)Nc2ccc(Br)cc2)s1	12	-1%	3%	0%	-4	0%	0.5	-2%	-1%
CN(CC(=O)NC(=O)NC1CCCCC1)CC(=O)Nc1ccc(OC(F)(F)F)cc1	-40	17%	-11%	-3%	2	-2%	0.4	u	-4%
Nc1nc(Cl)c(C=O)c(N2CCCCC2)n1	-5	-11%	-10%	-9%	-1	-4%	-1.6	-12%	-6%
COc1ccc(C(=O)N2CC=C(c3ccccc3)CC2)cc1S(=O)(=O)N1CCOCC1	2	-17%	-7%	-15%	4	0%	0.6	-14%	4%
COc1ccc(-c2nn3c(-c4ccc(OC)cc4)nnc3c3ccccc23)cc1	x	-19%	6%	-24%	-8	11%	0.0	4%	-2%
CCOC(=O)c1c(C)[nH]c(C)c1C(=O)CSc1nnnn1-c1ccccc1	-15	34%	-4%	0%	-2	8%	0.3	-9%	0%
COc1ccc(CN2CCN(Cc3ccc(C)cc3)C(CCO)C2)cc1OC (configuration not stated)	14	17%	1%	-20%	-4	5%	0.2	0%	2%
CC(C)N1CCN(Cc2cn[nH]c2C2CCCCC2)CC1CCO (configuration not stated)	9	14%	0%	1%	-8	-7%	-0.4	-18%	0%
O=C(N/N=C/c1c(O)n(-c2ccccc2Cl)c(=O)c2ccccc12)C1COc2ccccc2O1 (configuration not stated)	8	14%	20%	x	-3	u	0.9	u	-6%
Cc1cc2ncn(C(=O)N3CCCCC3)c2cc1C	1	-3%	-2%	5%[57.4 µM]	-1	-3%	-0.1	-2%	2%
COc1ccc(NC(=O)N(Cc2ccc(C)cc2)Cc2cccnc2)c(OC)c1	10	0%	-10%	4%[57.4 µM]	-1	-1%	-2.2	0%	-2%
CC(=O)Nc1nc(-c2ccc3c(c2)CCN3C(=O)C2CC2)c(C)s1	-6	-1%	-4%	u	2	3%	0.8	3%	6%
CCCC12CN3CC(C)(CN(C1)C3c1cn(CC)c3ccccc13)C2=O (configuration not stated)	x	2%	-1%	-15%	0	-1%	0.0	1%	0%
COCCNC(=O)c1cccc(OC2CCN(Cc3ccc(F)c(OC)c3)CC2)c1	-4	-7%	1%	0%	-1	-2%	1.4	-12%	1%
Cc1ccc(C(=O)Nc2ccc(C(=O)N/N=C/c3c[nH]c4ccccc34)cc2)cc1	16	-5%	u	-10%	-1	-7%	-1.4	1%	4%
CC(=O)Nc1cccc(OCCCNS(=O)(=O)c2ccc(C#N)cc2)c1	8	-10%	10%	-6%	-2	1%	0.2	2%	-4%

Looked up by structure from the list above:
smiles	D2 antag	RGS4 inhibitor	ERG-DNA inh	12-LOX inh	LDHA block	Vif-APOBEC3G blk	D2 ag	Vif-APOBEC3F blk	Glioma ERSR ind
COCCNC(=O)c1cccc(OC2CCN(Cc3ccc(F)c(OC)c3)CC2)c1	-4	-7%	1%	0%	-1	-2%	1.4	-12%	1%
CC(=O)Nc1cccc(OCCCNS(=O)(=O)c2ccc(C#N)cc2)c1	8	-10%	10%	-6%	-2	1%	0.2	2%	-4%
Cc1cc2ncn(C(=O)N3CCCCC3)c2cc1C	1	-3%	-2%	5%[57.4 µM]	-1	-3%	-0.1	-2%	2%
CCCC12CN3CC(C)(CN(C1)C3c1cn(CC)c3ccccc13)C2=O (configuration not stated)	x	2%	-1%	-15%	0	-1%	0.0	1%	0%
COc1ccc(CN2CCN(Cc3ccc(C)cc3)C(CCO)C2)cc1OC (configuration not stated)	14	17%	1%	-20%	-4	5%	0.2	0%	2%
COc1ccc(NC(=O)N(Cc2ccc(C)cc2)Cc2cccnc2)c(OC)c1	10	0%	-10%	4%[57.4 µM]	-1	-1%	-2.2	0%	-2%

New compounds follow
smiles	D2 antag	RGS4 inhibitor	ERG-DNA inh	12-LOX inh	LDHA block	Vif-APOBEC3G blk	D2 ag	Vif-APOBEC3F blk	Glioma ERSR ind
Cc1ccc2nc(SCC(=O)Nc3ccccc3F)nc(=O)n2c1	-12	-14%	3%	2%	-4	-3%	0.5	4%	-1%
CCOC(=O)c1cnc(-n2nc(C)cc2C)nc1Nc1ccc(O)cc1	-7	10%	-4%	u	-1	6%	0.3	3%	-1%
Cc1sc2nc(C3CC3)nc(N3CCN(C(=O)c4ccc(F)cc4)CC3)c2c1C	-25	-13%	9%	1%	-1	0%	0.4	2%	-6%
CC1CN(S(=O)(=O)c2cccc(C(=O)NCc3ccccn3)c2)CC(C)O1 (configuration not stated)	x	20%	-3%	392%[activator]	-3	3%	x	-5%	-1%
CCCCNCC#CCOc1cc(C)ccc1C(C)C	-10	11%	-5%	u	-11	-8%	-1.3	0%	-3%
COc1ccc(S(=O)(=O)Nc2c(NC3CCCCC3)c3ccccc3oc2=O)cc1Cl	5	1%[56.9 µM]	1%	11%&-46%	-1&-9	1%	-0.2	-6%	-6%
Cn1nnnc1SCC(=O)N1CCN(c2cccc(Cl)c2)CC1	-11	-21%	1%	17%	-6	-1%	-0.3	2%	-3%
O=P(COCCOCCOCCOCP(=O)(c1ccccc1)c1ccccc1)(c1ccccc1)c1ccccc1	2	-5%[56.9 µM]	-5%	-1%	-2	1%	-3.6	6%	-4%
CN(CC(=O)Nc1cccc(F)c1)C(=O)CN1C(=O)C2CCCCC2C1=O (configuration not stated)	-8	23%	-10%	11%	-3	1%	0.8	-10%	-1%
O=C(CSC1=NCCS1)Nc1cccc(F)c1	20	0%	-7%	2%	1	-1%	0.4	1%	2%
Cc1ccc(CNC(=O)COc2ccc(S(=O)(=O)N3CCOCC3)cc2)cc1	4	3%	-12%	-16%	-3	0%	0.2	6%	-1%
CCOC(=O)c1c(NC(=O)C[n+]2ccc(N(C)C)cc2)sc(C)c1C	-8	7%	-11%	5%	-7	3%	-0.3	3%	1%
CC(C)On1c(SCC(=O)N(C)C)nc2ccccc2c1=O	-2	5%	6%	x	-8	-1%	0.2	0%	-5%
Cc1csc(CNC(=O)c2ccc(OC3CCN(CCc4ccccc4)CC3)cc2)n1	-3	7%	9%	11%	-1	0%	1.9	3%	0%
CCSc1nnc(NC(=O)c2ccc3ccccc3n2)s1	-5	-13%	3%	2%	-1	u	-0.6	x	-7%
Cc1cccc(NC(=O)C2CCN(S(=O)(=O)c3ccc4c(c3)CCCC(=O)N4)CC2)c1	x	-20%	1%	-32%	-3	-3%	x	-1%	-2%
CC1(C)CC(CC(=O)Nc2ccc([N+](=O)[O-])cc2)C(=O)O1 (configuration not stated)	-11	15%	-6%	7%	-5	-8%	-0.3	0%	-3%
O=C(Nc1cc2c3c(c1)CC(=O)N3CCC2)c1ccc(Br)o1	-13	-20%	-8%	u	-4	-1%	-0.5	3%	4%
Cc1noc(NS(=O)(=O)c2ccc(NC(=O)C(CC(C)C)N3C(=O)c4ccccc4C3=O)cc2)c1C (configuration not stated)	-10	20%	-12%	0%	-3	3%	0.1	-21%	0%
CCOC1=C2[C@@H](CN(S(=O)(=O)c3ccc(C)cc3)[C@H]2c2ccccc2Cl)[C@H]2C(=O)N(C(C)(C)C)C(=O)[C@H]2C1	x	x	x	-4%	-2	-2%	x	x	-4%
